High-throughput results (PubChem BioAssay)
Autophagy mod = modulators of autophagy. MEF GFP-LC3 puncta imaging; test concentration mostly 10 µM. calls only at 10 µM (by protocol). 190,000 tested, 0.98% active;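 active means percentage of spot-positive cells more than 3 SD above its plate mean, without a fluorescence outlier flag or 80% toxicity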;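 further: spot-positive cell cutoff set from DMSO-treated cells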
CSM14.1 death rescue = rescue of cells from ER stress-induced death, primary screen, 384-well, CSM14.1, thapsigargin, ATP luminescence (AID 1222) | 190,000 tested, under 10 active | CSM14.1 thapsigargin-induced death rescue, ATP luminescence; higher % means a stronger effect | cellular ATP content (survival), % at 20 µM, or EC50 in µM where a hit was titrated;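 active means EC50 below 50 µM in the dose-response confirmation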;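 further: death triggered by thapsigargin at about 15 µM added after 2 h compound pretreatment; cell ATP read after overnight thapsigargin exposure of roughly 18 to 22 hours; normalized against plate controls of thapsigargin alone and 5% DMSO vehicle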
WT yeast gro inh = growth inhibition of WT yeast, mitochondrial fusion screen; mitochondrial fusion phenotypic screen, WT strain; 190,000 tested, 2.1% active; inhibition, % at 10 µM; in the data active means inhibition above about 58%; tested in S. cerevisiae
MT stabilize HCS = microtubule stabilization, imaging screen. HeLa tubulin immunostaining HCS, 24 h; share of cells brighter than vehicle mean+2SD. % tubulin-high responders, % at 10 µM. 200,000 tested, 0.83% active;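 active means plate Z-score above 3 for both tubulin-high and condensed-nucleus cell shares, with cell loss under 80%, at 10 µM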;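 further: anti alpha tubulin signal scored within the nucleus-defined area of each cell; some results filed as inactive read as strong as hits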
XIAP displacement = XIAP antagonists, biochemical, IAP family, fluorescence polarization (AID 1018); XIAP BIR domain, fluorescence polarization peptide displacement; higher % means a stronger effect; displacement, % at 20 µM, or IC50 in µM where a hit was titrated; 200,000 tested, 0.007% active; in the data active means displacement above about 50%; further: a part of the inactive calls stands beside numbers as strong as those of hits
b-catenin transl = alters nuclear translocation of beta-catenin in HeLa cells | immunofluorescence imaging | nuclear translocation activity, % at 5 µM | 190,000 tested, 0.3% active;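 active means nuclear translocation activity above 50% at 5 µM, with a well cell count of 50 or more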;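 further: per-cell ratio of nuclear to cytoplasmic median beta-catenin stain intensity; plate controls were DMSO negative control for no effect and GSK-3 inhibitor IX positive control for full effect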
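Test system: human HeLa cells, native beta-catenin. Compound dosing: 5 µM primary single dose, 0.1% DMSO, 0.02–20 µM confirmation series. Incubation: compound exposure 24 h at 37°C. Detection: beta-catenin immunostaining with DAPI counterstain, 20x imaging, 6 fields/well. Read-out basis: Nuclear/cytoplasmic beta-catenin signal ratio, % activation.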
Ins promoter up = MIN6 insulin promoter up-regulation | MIN6 insulin promoter-GFP reporter, high-content imaging; stronger effect = higher value | z-score at 5 µM | AID 1625 | 190,000 tested, 0.3% active;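 active means z-score above 3 at 5 µM with at least 500 cells counted in the well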
Hep lipid drop = hepatic lipid droplet formation modulation; AML12 mouse hepatocytes, oleate lipid droplets, BODIPY imaging; inhibition, % at 6.5 µM; 240,000 tested, 0.4% active; AID 1656;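 active means lipid droplet intensity inhibited by at least 50%, with more than 500 cells counted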
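Test system: AML12 hepatocytes (mouse); reagent: oleate loading, 100 µM; dosing: one dose, 6.5 µM compound; incubation: overnight exposure; signal: fluorescence imaging, 20x objective, two fields per well; read-out basis: % inhibition of corrected integrated BODIPY droplet signal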
Dynein transport = blocks dynein driven cargo transport along microtubules | 3617.4 mouse cells, GR-EGFP nuclear translocation imaging; test concentration mostly 20 µM; stimulated with dexamethasone, 1 µM; stronger effect = lower value | z-score, hits read low | 220,000 tested, 0.47% active;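 active means plate z-score of nuclear minus cytoplasmic receptor signal below a set negative limit, without overly bright fluorescence or cell loss, cut at about -3.5 in these data, passing the limit was not always enough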;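 further: z-score of nuclear minus cytoplasmic ring GR-EGFP intensity difference per well; some compounds called inactive have numbers as strong as hits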
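Buffer or medium – tet-free medium with charcoal-stripped serum · Signal – automated 10x imaging of fixed Hoechst-stained cells · Also added – dexamethasone agonist, 1.0 µM final, for 30 min · Incubation – induction 48 h, compound 1 h, agonist 30 min · Read-out – GR-EGFP nuclear translocation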
WT yeast gro inh mutant strain = second read-out of WT yeast gro inh, no call of its own (marks repeat the call); inhibition, %; mitochondrial fusion phenotypic screen, mutant strain inhibition
Dynein transport cytoplasmic EGFP = second read-out of Dynein transport, no call of its own (marks repeat the call); z-score; measured here: cytoplasmic GR-EGFP intensity; stronger effect = higher value
Dynein transport nuclear GR-EGFP = recorded beside Dynein transport, whose call it bears; z-score; measured here: nuclear GR-EGFP intensity;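 lower value marks the stronger effect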
Dynein transport cell count = second read-out of Dynein transport, no call of its own (marks repeat the call); z-score; measured here: cell count per field
Ins promoter up cell count = recorded beside Ins promoter up, whose call it bears; cell count; measured here: cytotoxicity, nuclei count;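 total cells summed across four imaged fields per well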
Hep lipid drop cells 6.5 µM = recorded beside Hep lipid drop, whose call it bears; cell count; measured here: cell count, cytotoxicity flag;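 cells counted across two imaged fields per well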
b-catenin transl cell count 5 µM = recorded beside b-catenin transl, whose call it bears; cell count; measured here: cell count, cytotoxicity flag
MT stabilize HCS Hoechst-high % = further read-out of MT stabilize HCS, marked with its call; % Hoechst-high responders; measured here: nuclear condensation Hoechst responders;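 share of cells brighter than vehicle mean plus two SD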
MT stabilize HCS cytotoxicity % = second read-out of MT stabilize HCS, no call of its own (marks repeat the call); toxicity, %; measured here: cytotoxicity by cell density;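 0% = mean cell density of plate MIN control wells and 100% = no cells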
Autophagy mod cell loss 18 h = also measured in Autophagy mod; calls as there; toxicity, %; measured here: cell loss, nuclei count;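 cell loss after 18 h compound exposure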
The depositor's hits bear a star; i = inactive; · = not tested or not shown.

structure,Autophagy mod,Autophagy mod cell loss 18 h,CSM14.1 death rescue,WT yeast gro inh,WT yeast gro inh mutant strain,MT stabilize HCS,MT stabilize HCS Hoechst-high %,MT stabilize HCS cytotoxicity %,XIAP displacement,b-catenin transl,b-catenin transl cell count 5 µM,Ins promoter up,Ins promoter up cell count,Hep lipid drop,Hep lipid drop cells 6.5 µM,Dynein transport,Dynein transport cytoplasmic EGFP,Dynein transport nuclear GR-EGFP,Dynein transport cell count
Cc1nc(N)[nH]c(=O)c1Oc1cccc(C(F)(F)F)c1,·,·,·,·,·,·,·,·,·,5.3,915,-0.06,1331,-7.7,735,0.73,-0.308,0.112,0.38
Fc1cccc(CN2CCN(C(=S)NCCc3ccccc3)CC2)c1,i,2.5,-1.1%,23.4,20.6,2.0,2.0,5.8,-0.8%,-3.4,1115,-0.48,1560,0.0,678,-0.258,-0.238,0.124,0.699
O=C(O)c1cccc(NC(=S)N/N=C/c2ccccn2)c1,i,12.0,-0.6%,16.7,10.2,3.3,1.2,4.8,-5.2%,-0.4,1110,-0.2,1276,9.8,683,1.23,-0.337,0.126,-0.108
O=S(=O)(Cc1ccccc1Cl)NCc1ccccc1,i,17.4,-0.2%,1.2,2.8,1.6,1.8,5.0,-2.5%,-0.8,1090,·,·,5.1,716,-0.41,-0.172,-0.151,0.152
O=S(=O)(c1cc(Cl)ccc1Cl)N1CCN(Cc2ccc3c(c2)OCO3)CC1,i,4.9,1.3%,57.6,17.9,3.3,2.4,3.1,-5.8%,6.1,1122,0.16,916,·,·,1.04,-0.114,0.845,-0.945
O=C(Cn1c(=O)n(Cc2ccco2)c(=O)c2c3c(sc21)CCCCC3)Nc1ccccc1,i,0.9,-0.2%,0.9,13.3,3.3,1.3,3.0,-7.2%,-0.3,1366,-0.19,1442,·,·,-0.941,-0.202,-1.02,0.114
CC(=O)Nc1nc(C)nc(C)c1C(C)=O,i,5.1,-3.1%,-19.9,-68.1,7.4,1.3,6.8,-7.9%,-0.3,943,-0.15,1906,34.7,676,0.538,-0.313,0.561,0.278
O=C(c1cc2nc(-c3ccccc3)cc(C(F)(F)F)n2n1)N1CCOCC1,i,-0.8,-1.2%,1.6,-17.9,0.9,1.7,8.6,-1.7%,·,·,0.66,1227,4.8,714,-0.518,-0.176,-0.206,0.884
CCc1ccc(/C=N/NC(=O)c2ccc(OC3CCCC3)cc2)s1,i,-6.0,-0.8%,13.3,10.3,10.9,5.0,5.1,-9.0%,·,·,·,·,27.5,801,-0.285,-0.199,-0.114,0.0349
CCOC(=O)C1CCCN(C(=O)c2ccc(Cn3c(=S)[nH]c4cc(C(=O)OC)ccc4c3=O)cc2)C1 (stereo not drawn),i,5.3,-1.3%,-3.0,-12.2,18.0*,11.0*,37.5*,-7.2%,·,·,-0.16,1339,-4.2,721,0.417,-0.115,0.355,-0.818
Cc1ccc(OC(=S)Nc2ccccc2)c(C)c1,i,-2.8,-1.6%,15.5,-3.5,2.5,1.8,5.3,-0.8%,0.2,1240,-1.21,617,-1.0,803,0.413,-0.261,-0.414,0.493
CC(C)CC(COCc1ccc(Cl)cc1)N1CCN(C(=O)c2ccc(Cl)cc2Cl)CCC1=O (stereo not drawn),i,12.7,0.1%,41.7,-19.6,5.1,1.9,8.6,-6.8%,·,·,-1.37,1024,-12.4,726,-0.272,-0.303,0.161,0.798
Cc1ccc(S(=O)(=O)N2CCC(C(=O)Nc3nnc(C4CCCC4)s3)CC2)cc1,i,11.8,-3.4%,1.3,2.5,2.2,1.7,8.3,-11.5%,-3.5,864,1.86,1039,·,·,-0.412,-0.198,-0.029,0.355
O=C(NNS(=O)(=O)c1ccc(F)cc1)C1CCN(Cc2cccc(F)c2)CC1,i,20.5,33.7%,-1.7,-3.5,4.1,2.5,2.9,-4.3%,-0.3,1162,-0.46,1255,23.0,718,-0.766,-0.234,-0.449,1.48
O=C(CSc1n[nH]c(-c2ccccc2Br)n1)NC(=O)NCc1ccco1,i,-4.2,1.0%,-0.7,3.9,1.5,3.4,10.4,-3.8%,-0.4,1214,-0.87,1289,20.7,763,1.28,-0.104,0.957,-0.991
COc1ccc(NC(=O)CCCn2c(=O)c3sccc3n(Cc3cccc(C)c3)c2=O)cc1,i,11.1,-1.2%,-10.1,-12.1,4.0,3.6,7.7,-7.4%,-0.1,997,-0.28,1506,-1.2,651,-0.12,-0.253,0.864,-0.182
CC(OC(=O)CCCSc1nc2ccccc2s1)C(=O)NC(N)=O (stereo not drawn),i,5.0,-2.1%,-5.1,2.2,4.2,1.6,11.4,-11.2%,-0.6,1034,-0.12,1413,32.6,694,-0.459,-0.362,-0.342,0.258
CC(C)(C)NC(=O)c1cc([N+](=O)[O-])ccc1N1CCCCC1,i,6.4,-0.8%,14.2,5.7,5.9,1.1,4.4,-6.4%,5.6,955,-1.06,1510,-42.5,573,0.785,-0.17,0.689,-0.76
COc1ccc(CNC(=O)/C=C/c2cc([N+](=O)[O-])ccc2OC(F)F)cc1OC,i,31.4,0.7%,0.1,-28.8,1.9,1.6,9.8,-5.5%,-1.4,1203,-1.36,829,-10.1,784,0.034,-0.215,0.23,1.08
Cc1cccc(CCNC(=O)C2CCC(CNc3c(N4CCCC4)c(=O)c3=O)CC2)c1 (stereo not drawn),i,3.7,-1.2%,7.3,-5.1,2.2,4.2,11.4,-5.0%,·,·,0.4,983,·,·,0.473,-0.0375,0.439,0.066
CC(C#N)(Nc1ccc(Cl)cc1)c1cccnc1 (stereo not drawn),i,-2.1,-0.4%,6.5,-1.5,2.0,2.3,4.1,-1.0%,-0.4,1004,-0.34,1189,18.0,625,-0.021,-0.234,0.122,0.197
O=C(CSc1nnc(-c2cccnc2)n1Cc1ccco1)c1ccc(Cl)c(Cl)c1,i,-0.8,0.0%,-4.8,7.1,2.0,2.5,12.9,-11.0%,1.2,1104,·,·,·,·,-0.783,-0.152,-0.213,0.726
CCOC(=O)c1cn[nH]c1NC(=S)Nc1ccccc1,·,·,·,·,·,·,·,·,·,-1.5,1374,2.19,1147,-10.9,660,0.541,-0.23,0.223,-0.266
COc1ccc(-c2cc3ccccc3n2CC(O)CN2CCOCC2)cc1 (stereo not drawn),i,-3.2,1.4%,-0.8,-4.7,3.6,2.2,5.9,-4.2%,-7.1,1018,-0.93,1007,·,·,0.482,-0.208,0.699,0.465
CC1(C)CC(=O)c2cc(C(=O)O)c(=O)n(-c3ccccc3)c2C1,i,-3.5,-3.3%,17.7,16.4,2.7,1.7,3.9,-3.7%,-4.4,1071,-0.81,793,5.3,739,-0.639,-0.122,-0.354,0.665
Cc1nc2cc(N3CCCCC3)c(NC(=O)c3cccnc3)cc2c(=O)n1Cc1ccccc1,i,-1.9,-1.9%,-12.1,-7.2,1.9,1.2,5.9,-6.1%,1.6,1154,-2.97,1289,-20.1,759,-0.404,-0.203,-0.0869,-0.647
CC(C)C(=O)N(Cc1cc(=O)[nH]c2ccccc12)c1ccccc1,i,-2.1,-1.8%,-17.4,-3.0,1.5,2.4,12.1,-2.4%,3.0,652,1.1,992,·,·,-0.0755,-0.193,0.435,-0.187
CCOC(=O)Cc1csc(NC(=O)c2ccco2)n1,i,-1.5,-3.5%,3.0,15.1,1.8,2.6,4.4,-4.0%,·,·,0.25,1275,-5.0,697,-0.267,-0.273,-0.107,0.643
CCCCC(=O)Nc1nnc(SCC(=O)N2CCN(c3ccccc3OC)CC2)s1,i,-10.1,0.2%,5.2,10.9,4.8,2.3,4.8,-7.4%,-1.6,639,0.6,1154,·,·,-0.585,-0.209,0.151,0.628
COc1ccc(N(CC(=O)O)S(=O)(=O)c2ccccc2[N+](=O)[O-])c(OC)c1,i,3.0,1.0%,-17.6,6.8,3.2,2.3,7.2,-2.4%,-1.0,1045,-0.05,1375,-3.4,757,-0.246,-0.356,-0.665,-0.544
COC(=O)Cn1c(=O)c(=O)n(CC(=O)OC)c2ccccc21,i,-2.3,-2.0%,-2.4,-4.6,2.3,2.3,6.1,-4.7%,0.8,1083,·,·,6.7,716,1.79,-0.0686,1.13,-1.46
CCc1ccc(N2CC(C(=O)Nc3ccc(C)c(S(=O)(=O)N4CCOCC4)c3)CC2=O)cc1 (stereo not drawn),i,0.7,-2.1%,12.0,4.8,2.9,1.2,11.2,-24.5%,-1.5,1116,0.05,771,-3.7,733,1.72,0.00933,1.51,-1.59
CCOC(=O)c1c(N)nn(C(=O)C(C)C)c1-c1ccccc1,i,-6.8,-1.1%,11.3,10.4,3.0,2.1,6.7,-8.3%,-0.6,1172,0.27,887,·,·,-0.25,-0.254,-0.145,0.464
CCOC(=O)c1ccc(N2C(=O)CC(N3CC(C)OC(C)C3)C2=O)cc1 (stereo not drawn),i,-4.0,·,-2.9,7.5,4.3,2.1,6.2,-1.0%,0.7,988,-0.4,1312,17.9,694,-0.418,-0.253,0.0702,0.991
